# CD40 NFkB inh – CD40 pathway inhibition in BL2 cells. 83,000 compounds, 0.94% hits. BL2 NF-kB luciferase reporter, CD40L-induced, 4 h. inhibition, % at 10 µM;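 active means mean inhibition of at least 50% with a set share of replicates also reaching that level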;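 further: 0% = neutral control wells and 100% = IKK inhibitor VII at 50 µM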
# Numbers without * were called inactive; & = joins results of further samples; [ ] = dose if it differs, or a comment.
CD40 NFkB inh	mol
-56.5	CC(C)NC(=O)c1cc(-c2cccs2)on1
-74.1	Cc1cc(C(=O)N/N=C2\CCCc3ccccc32)c(C)o1
-4.8	CC(Sc1nc2ncc(Cl)cc2[nH]1)C(=O)c1c(N)n(C)c(=O)n(C)c1=O (stereo not drawn)
-3.3[25 µM]	COc1ccc2c3c(n(C)c2c1)[C@@H](CO)N(C(=O)CN1CCOCC1)CC31CCN(Cc2ccncc2)CC1
-13.2[25 µM]	C[C@H]1CN([C@@H](C)CO)C(=O)c2c(c3ccccc3n2C)-c2ccccc2CO[C@@H]1CN(C)Cc1cccnc1
-3.0[25 µM]	C[C@@H]1CN([C@@H](C)CO)C(=O)CCCn2cc(nn2)CO[C@H]1CN(C)S(C)(=O)=O
8.6	O=C(O)c1sc2cc(C(F)(F)F)cnc2c1-c1cccs1
-0.3	CC(C)NC(=O)Nc1ccc2c(c1)C(=O)N([C@H](C)CO)C[C@@H](C)[C@H](CN(C)S(=O)(=O)c1ccccc1)OCCCC[C@@H](C)O2
-5.6	CCNC(=O)C[C@H]1CC[C@H]2[C@H](COc3ccc(NC(=O)c4cccc(OC)c4)cc3C(=O)N2C)O1
-25.6	Cn1c(C(=O)NCCN2CCOCC2)cc2sccc21
-17.3&3.5	Cc1ccc(-c2ccc(C3[C@H]4CNC[C@@H]3N4S(=O)(=O)c3ccc(C)cc3)cc2)cc1 (stereo partly drawn)
-4.3	O=C(NN=Cc1ccc(O)cc1O)c1ccccc1NS(=O)(=O)c1cccs1
6.5	CC(C)CC(N)c1csc(Nc2cnccn2)n1 (stereo not drawn)
13.3	CCOC(=O)CSc1nc(C(C)(C)C)nc2ccccc12
-4.8	COc1cccc(C#Cc2ccc([C@H]3[C@@H](CO)N(C(=O)C4CC4)[C@H]3C#N)cc2)c1
-2.1	O=c1[nH]c(C2CC2)nc2sc3c(c12)CCCC3
11.8	CCCCC(=O)Nc1nnnn1CCC
-5.8[25 µM]	C/C=C/c1cnc2c(c1)C(=O)N([C@@H](C)CO)C[C@H](C)[C@@H](CN(C)CC1CCOCC1)O2
2.2	CCCCC(=O)N(C)c1c(C)nc2ccc(C(=O)N3CCN(C(=O)c4ccco4)CC3)cn12
-4.2	CCCCn1c(N)c(N(CC(C)C)C(=O)CSc2nnc(C)n2-c2ccc(OC)cc2)c(=O)[nH]c1=O
-6.1	O=C(c1ccc(F)cc1)c1cn[nH]c1-c1ccccc1O
9.1	COc1ccccc1-c1c(C)nn2c(N3CCC(C(N)=O)CC3)cc(C)nc12
-12.9	COc1ccc(CC(=O)Nc2cccc(-c3csc(C)n3)c2)cc1
-1.2	O=C(NCc1ccc2c(c1)OCO2)c1cccc2c1C(=O)N(C1CCCCC1)C2
-19.0	CC1=NN(C(=O)c2ccc(Cl)cc2)C(O)(c2ccccc2)C1 (stereo not drawn)
-70.7	c1ccc(CSCc2cn3ccsc3n2)cc1
4.8	O=C(c1ccc(-c2ccccc2)cc1)N1CCN(C(=O)c2ccco2)CC1
-152.5	O=C(NC1CC1)c1cc2c(F)cccc2s1
4.8	CSCC[C@H](NC(=O)NCc1ccccc1F)C(=O)O
0.8	CC(=O)NC(CC(=O)Nc1cc(Cl)ccc1-n1cncn1)c1ccccc1 (stereo not drawn)
-7.3	CC(=O)c1c(C)[nH]c(C(=O)NC2CCSc3ccccc32)c1C (stereo not drawn)
3.2[25 µM]	C[C@@H]1CN([C@@H](C)CO)C(=O)CCCn2nncc2CO[C@@H]1CN(C)C(=O)c1ccncc1
1.1	COc1cccc(C(=O)c2c(C)c(CCC#N)n3ccccc23)c1OC
24.2	CSCCC(NS(=O)(=O)c1ccc2c(c1)OCCO2)C(=O)N(C)Cc1ccc(F)cc1 (stereo not drawn)
-10.8	CC(C)C[C@H](NC(=O)NCc1ccccc1Cl)C(=O)O
0.1[25 µM]	COc1ccc2c3c([nH]c2c1)[C@H](CO)N(C(=O)c1ccc(F)cc1)CC31CCN(C(=O)NC(C)C)CC1
-29.1	CN(C(=O)COC(=O)c1cc2ccccc2cc1O)c1ccccc1
-8.9	COc1cc(-c2cc(C(=O)N3CCCCCC3)c3ccccc3n2)cc(OC)c1OC
8.3	CCOCCCNC(=O)c1ccccc1SC
-5.7	CO[C@H]1CN(C)C(=O)c2cc(NS(=O)(=O)c3ccccc3C)ccc2OC[C@H](C)N(C)C[C@@H]1C
21.6[25 µM]	O=C(Nc1ccccc1)[C@H]1[C@H](CO)[C@H]2Cn3c(cccc3=O)[C@H]2N1Cc1ccccc1Cl
-24.2	CCOc1ccc(OCc2ccc(C(=O)N3CCc4ccccc4C3)o2)cc1
8.4	CC(=O)c1cccc(NC(=O)/C=C/c2ccc(S(=O)(=O)N3CCOCC3)cc2)c1
4.8	Cc1ccc(Oc2ccc(OCC(=O)Nc3ccncc3)cc2)cc1
5.0	COc1ccc(OC)c(NS(=O)(=O)c2ccc3[nH]c(=O)[nH]c3c2)c1
-6.8	COc1ccc(C(=O)CCC(=O)NCc2cc(OC)cc(OC)c2)cc1
3.3	CCCCC(NC(C)=O)c1nc2ccccc2[nH]1 (stereo not drawn)
1.3	Cn1c(N2CCC(C(N)=O)CC2)nc2c1c(=O)n(Cc1ccc(Cl)cc1)c(=O)n2C
20.3	CCN(C(=O)CN1CC(C)OC(C)C1)c1c(N)n(Cc2ccccc2)c(=O)[nH]c1=O (stereo not drawn)
-1.2	CCN(C(=O)COC(=O)Cc1c[nH]c2ccccc12)c1c(N)n(Cc2ccccc2)c(=O)[nH]c1=O
-74.9	Cc1cc(C(=O)N/N=C/c2ccc(-c3ccccc3Cl)o2)n[nH]1
5.7	Cc1nn2c(C)nc3sc4c(c3c2nc1=O)CC(C)(C)OC4
0.0	C=CCOc1ccc(CN(C)c2ccc(S(=O)(=O)N3CCN(C)CC3)cc2[N+](=O)[O-])cc1
3.0	COc1ccc(-c2ccc(CCC(=O)O)n2Cc2ccco2)cc1
-3.1[25 µM]	CO[C@H](CN(C)C(=O)C1CCOCC1)[C@H](C)CN(C(=O)Nc1ccc(C(F)(F)F)cc1)[C@H](C)CO
-1.7	CC(=O)c1cc(CC(=O)N2CCc3c([nH]c4ccccc34)C2c2ccccn2)cs1 (stereo not drawn)
8.7	CCc1nnc(NC(=O)CN2CCN(c3ccccc3F)CC2)s1
-5.4	COc1ccc(NC(=O)N2C[C@H]3[C@@H](c4ccccc42)[C@@H](CO)N3C(=O)C2CCCCC2)cc1
7.9	CC1CCC(NS(=O)(=O)c2ccc(Cl)s2)CC1 (stereo not drawn)
1.8	O=C(c1cnccn1)N1CC(=O)N2[C@H](CO)[C@H](c3ccc(C#CC4CCCC4)cc3)[C@H]2C1

# Going on with the list.
CD40 NFkB inh	mol
-28.9	CN(C)C(=O)c1c(NC(=O)c2ccccc2)sc2c1CCC2
2.8[25 µM]	C/C=C/c1cnc2c(c1)C(=O)N([C@@H](C)CO)C[C@H](C)[C@@H](CN(C)CC1CCCC1)O2
1.5	O=C1CCSc2ccc(Cl)cc2N1Cc1ccccc1
0.8	O=c1cc(C(F)(F)F)[nH]c2c(OC(F)(F)F)cccc12
5.5	O=C(NCc1ccccn1)C1CCN(S(=O)(=O)c2ccccc2C(F)(F)F)CC1
-5.3	Cc1cnc(C)c(Nc2nc(C(N)CCc3ccccc3)cs2)n1 (stereo not drawn)
-0.4	CC(C)(C)NCCOc1ccc2ccccc2c1
4.8	O=C(COc1ncnc2sccc12)Nc1cccc(S(=O)(=O)N2CCCC2)c1
1.5[25 µM]	COCCN(C[C@H]1N[C@H](CO)[C@@H]1c1ccccc1)C(=O)NC1CCCC1
17.3	N#C[C@H]1[C@@H](c2ccc(C#CC3CC3)cc2)[C@@H](CO)N1S(=O)(=O)c1ccccc1
11.6[25 µM]	COc1ccccc1C#Cc1ccc([C@H]2[C@H](CO)N3CCCCN(C(=O)C4CCC4)C[C@@H]23)cc1
0.4	O=C1c2ccccc2C(Nc2ccc3c(c2)OCCO3)N1c1ccccn1 (stereo not drawn)
6.8	O=C(Nc1cc(Cl)ccc1Oc1ccccc1)C1=COCCO1
6.2	COc1cc(C(=O)NCCC(=O)NCc2cccs2)cc(OC)c1OC
-7.2	CCC(=O)c1ccc(OCC(=O)NCC2COc3ccccc3O2)cc1 (stereo not drawn)
7.5	CC(=O)c1ccc(NC(=O)CSC2=NS(=O)(=O)c3cc(Cl)ccc3N2)cc1
-37.0	CC(C)NC(=O)c1nc2ccccc2s1
-6.2	CN(C(=O)COC(=O)C(Cc1ccccc1)NC(=O)c1ccccc1)c1ccccc1 (stereo not drawn)
20.8	Cc1ccc(CNC(=O)COC(=O)CCOc2ccc(C)cc2)cc1
6.4	Cc1ccc[n+](CC(=O)Nc2cc(C(F)(F)F)ccc2N2CCOCC2)c1
-55.0	O=C(CCc1nnc(-c2ccccc2)o1)NC1CCCCC1
-5.2	Nc1cc(=O)[nH]c(SCC(=O)Nc2ccc(S(=O)(=O)N3CCCC3)cc2)n1
5.6	CC(NC(=O)CN(C)S(=O)(=O)c1cnc[nH]1)c1ccccc1 (stereo not drawn)
6.3	CCNC(=O)c1oc2c(c1C)C(=O)CC(C)(C)C2
-101.7	Cn1c(C(=O)NCCc2c[nH]c3ccccc23)cc2sccc21
14.4	CC(NC(=O)COc1ccc(S(=O)(=O)N2CCCC2)cc1)c1ccccc1 (stereo not drawn)
7.2	O=C(O)CCCCCNS(=O)(=O)c1ccc2c(c1)OCCO2
6.3	CC(OC(=O)CCN1C(=O)C2CC=CCC2C1=O)C(=O)Nc1ccc(F)cc1 (stereo not drawn)
11.0	Cc1nonc1CN(C)C(=O)CC1C(=O)NCCN1Cc1ccc(F)c(F)c1 (stereo not drawn)
-27.5	O=C1CC(c2ccco2)Cc2nc(N3CCc4ccccc4C3)ncc21 (stereo not drawn)
12.1	CCOC(=O)C1(C)CCCN1C(=O)c1ccc(C)cc1 (stereo not drawn)
12.6	Cc1cc(C)n2nc(CCCCc3nc4nc(C)cc(C)n4n3)nc2n1
-2.6[25 µM]	COc1ccc2c3c(n(C)c2c1)[C@@H](CO)N(S(=O)(=O)c1ccc(C)cc1)CC31CCN(Cc2cccnc2)CC1
1.3	CC(=O)c1ccccc1NC(=O)COC(=O)c1cc2ccccc2[nH]1
8.4	C=CCNC(=S)Nc1ccc(Cl)c(S(=O)(=O)N2CCOCC2)c1
-42.4	Cc1ccc(NC(=S)NNC(=S)Nc2ccc(C)cc2)cc1
5.0	COc1ccc(NC(=O)CN(C)C(=O)c2ccccc2OCC(=O)Nc2cccc(C(F)(F)F)c2)cc1
5.6	CCOc1cc(CNC)ccc1OCC(=O)NC(C)(C)C
-25.1	Cc1csc(SCc2ccccc2C(=O)O)n1
-8.7	O=C(N/N=C/c1ccc(Br)s1)c1ccncc1
-4.6	COc1cccc(/C=C/C(=O)NNC(=O)c2ccccc2)c1OC
5.0	CN1C(=O)c2cc(NC(=O)Cc3cccs3)ccc2OC[C@@H]2O[C@H](CC(=O)NCC3CC3)CC[C@@H]21
-2.8	Cc1ccc([N+](=O)[O-])c(OCCCN2C(=O)NC(C)(C)C2=O)c1
14.8	CCC(C)(C(=O)NC1CCCCC1)N(Cc1cccs1)C(=O)CC1NC(=O)NC1=O (stereo not drawn)
31.2	C[C@H]1CN([C@@H](C)CO)C(=O)c2cc(NS(=O)(=O)c3ccc(Cl)cc3)ccc2O[C@H]1CN(C)Cc1ccc(Cl)c(Cl)c1
1.3	CCc1cnc(N2[C@@H](C#N)[C@@H](c3ccc(C4=CCCC4)cc3)[C@@H]2CO)s1
0.7[25 µM]	CC=Cc1ccc2n(c1=O)C[C@H]1[C@H](CO)[C@@H](C(=O)NCc3cccc(OC)c3)N[C@@H]21 (mixture of isomers)
-50.4	O=C(Nc1ccc(NC(=O)c2sc3ccccc3c2Cl)cc1Cl)c1ccco1
3.5[25 µM]	C[C@@H]1CN([C@H](C)CO)C(=O)CCCn2cc(nn2)CO[C@@H]1CN(C)C(=O)Nc1cccc(Oc2ccccn2)c1
-1.3[25 µM]	Cc1ccc(S(=O)(=O)N(C)C[C@@H]2OCCCC[C@H](C)Oc3ccc(NC(=O)c4ccncc4)cc3C(=O)N([C@H](C)CO)C[C@H]2C)cc1
-19.6	NC(=O)c1cc(Cl)ccc1OCC(=O)Nc1ccc2c(c1)OCO2
0.2	CC(C)=CCCC(C)=CCN1C(=O)CN(C)C1=O
0.6	COc1ccc(OCCNC(=O)c2cc(C3CC3)nc3c2cnn3C(C)C)cc1
-1.3	CCOC(=O)N1CCN(C(=O)COC(=O)c2ccc(S(=O)(=O)N(CC)CC)cc2)CC1
0.8	CCCCOC(=O)CCc1nc2ccccc2[nH]c1=O
0.3	Cc1cccc(C(=O)NCC(=O)NCCCSc2ccccc2)c1
8.3	N#Cc1c(N2CCN(C(=O)c3ccccc3)CC2)nc(-c2ccccc2)c2c1CCCC2
-8.8[25 µM]	C[C@@H]1CN([C@H](C)CO)C(=O)c2cccc(NS(=O)(=O)c3ccc(Cl)cc3)c2O[C@@H]1CN(C)C(=O)Nc1ccc2c(c1)OCO2
3.6	Cc1ccccc1OCc1nnc(SCCN2CCCC2)n1-c1ccccc1
-3.7	CC(C)(C)NC(=O)c1nc2ccccc2s1

# Source: PubChem BioAssay (Broad Institute)

# These rows are one share of the data; count on the stated rates, not on these rows.
